Screening data from PubChem.
PPC-1+TRAIL kill: PPC-1 cancer cell killing with TRAIL present | PPC-1 cells + TRAIL, ATPLite viability luminescence | cell killing (% activity), % at 4 µM | 220,000 tested, 0.41% active | AID 1443;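 active = cell killing above 50% in the first pass at 4 µM, then a duplicate retest at 5 µM averaging 50% or more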;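 note: plate controls were cells with TRAIL plus DMSO for no effect and medium-only wells lacking cells for full effect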
TNF necrop inh: blocks TNF-alpha induced death of Jurkat FADD-/- cells | 220,000 tested, 0.068% active | activation (protection from cell death), % at 10 µM | Jurkat FADD-/- TNF necroptosis rescue, ATP luminescence, 24 h; 0 = TNF only, 100 = no-TNF cells;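 active = activation, meaning protection from cell death, of at least 50% relative to plate controls; inactive = activation below 50%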;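 note: necroptosis triggered by 40 ng/mL TNF-alpha added together with compound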
CHOP inhibitor: blocks CHOP induction under ER stress. CHO-K1 CHOP-promoter luciferase, tunicamycin-induced, 15-18 h. inhibition, % at 10 µM. 220,000 tested, 3.8% active. AID 2732;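 active = compounds that reduced the stress-induced luciferase reporter signal by more than about 70% of percent inhibition, limit read from the data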;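 note: 0% = tunicamycin plus vehicle and 100% = wells without tunicamycin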
Active calls of the source: *; & = joins results of further samples; ! = a repeat was not active; [ ] = another dose, or the depositor's remark. Only part of the results is shown; the hit share may differ from the screen's.

SMILES	PPC-1+TRAIL kill	TNF necrop inh	CHOP inhibitor
O=C(N[C@@H](Cc1ccccc1)C(=O)OCc1ccccc1)c1nc[nH]c1C(=O)N1CCc2ccccc2C1	12	-2.4	-7
Cn1c(=O)[nH]c(=O)c2c1nc(CN1CCN(c3ccccc3F)CC1)n2CCc1ccccc1	-5	2.0	-12
COCCN1C=C2C(=O)C(C)(OC(=O)C3CCCC3)C(=O)C=C2C=C1c1ccsc1 (stereo unspecified)	-8	0.8	-1
COc1cc(OC)c2c(-c3ccccc3)cc(=O)oc2c1C(CCN1CCCC(C)C1)c1ccc2c(c1)OCO2 (stereo unspecified)	12	-4.2	-62
C/C=C/C(=O)Nc1cccc(C2=NOC3(C2)C[C@H](C(N)=O)N(C(=O)c2ccccc2C(=O)c2ccccc2)C3)c1 (stereo partly specified)	10	2.0	11
Cc1cccc(CN2C[C@]34C=C[C@@H](C[C@@H]3S2(=O)=O)O4)c1	11	0.3	18
O=C(NCc1ccccc1)c1onc(CSc2ccccc2)c1C(=O)NCC1CC1	-12	5.0	51
C/C=C/C(=O)Nc1cccc(C2=NOC3(C2)C[C@@H](C(N)=O)N(C(=O)c2cc([N+](=O)[O-])cc([N+](=O)[O-])c2)C3)c1 (stereo partly specified)	-10	3.9	-14
CC(C)(C)OC(=O)NCCCC[C@H](NC(=O)c1nc[nH]c1C(=O)N[C@@H](CCCCNC(=O)OC(C)(C)C)C(=O)OC(C)(C)C)C(=O)OC(C)(C)C	5	-5.7	-24
CCOC(=O)c1ccc(NC(=O)c2nc[nH]c2C(=O)NC)cc1	1	-3.9	3
NC(=O)C1(N2CCCCC2)CCN(C(=O)CCCn2c(=O)[nH]c3ccsc3c2=O)CC1	-4	1.6	-5
CC(C)CN1C=C2C(=O)C(C)(OC(=O)CCc3ccccc3)C(=O)C=C2C=C1c1ccc(C#N)cc1 (stereo unspecified)	7	1.9	-19
COc1cc(O)c(C(CCN2CCCC2)c2ccc(N(C)C)cc2)c(OC)c1 (stereo unspecified)	13	0.7	13
Cc1ccc(-c2[nH]c3cc(C(=O)NCCCn4ccnc4)ccc3c(=O)c2O)cc1	13	-1.0	-6
C=C1CN(Cc2ccccc2)S(=O)(=O)c2ccccc21	6	-5.0	20
O=C(NCc1nc2ccccc2[nH]1)C1=C[C@H](C2CC2)C[C@H](OCc2ccc(CO)cc2)O1	2	3.9	32
O=S1(=O)c2ccccc2C(CCO)N1Cc1ccccc1 (stereo unspecified)	13	0.2	4
Cc1cc(C)cc(SCc2noc(C(=O)NCc3ccccc3)c2C(=O)NCc2ccccc2)c1	2	2.2	-3
C=CCN1C=C2C(=O)C(C)(OC(=O)c3ccc(OC)cc3)C(=O)C(c3ccco3)=C2C=C1CCCC (stereo unspecified)	13	-6.3	-7
O=C(OCc1cn(Cc2ccccc2)nn1)c1ccccc1	7	1.2	-15

16 successive compounds already listed, quoted:
SMILES	PPC-1+TRAIL kill	TNF necrop inh	CHOP inhibitor
O=C(N[C@@H](Cc1ccccc1)C(=O)OCc1ccccc1)c1nc[nH]c1C(=O)N1CCc2ccccc2C1	12	-2.4	-7
Cn1c(=O)[nH]c(=O)c2c1nc(CN1CCN(c3ccccc3F)CC1)n2CCc1ccccc1	-5	2.0	-12
COCCN1C=C2C(=O)C(C)(OC(=O)C3CCCC3)C(=O)C=C2C=C1c1ccsc1 (stereo unspecified)	-8	0.8	-1
COc1cc(OC)c2c(-c3ccccc3)cc(=O)oc2c1C(CCN1CCCC(C)C1)c1ccc2c(c1)OCO2 (stereo unspecified)	12	-4.2	-62
C/C=C/C(=O)Nc1cccc(C2=NOC3(C2)C[C@H](C(N)=O)N(C(=O)c2ccccc2C(=O)c2ccccc2)C3)c1 (stereo partly specified)	10	2.0	11
Cc1cccc(CN2C[C@]34C=C[C@@H](C[C@@H]3S2(=O)=O)O4)c1	11	0.3	18
O=C(NCc1ccccc1)c1onc(CSc2ccccc2)c1C(=O)NCC1CC1	-12	5.0	51
C/C=C/C(=O)Nc1cccc(C2=NOC3(C2)C[C@@H](C(N)=O)N(C(=O)c2cc([N+](=O)[O-])cc([N+](=O)[O-])c2)C3)c1 (stereo partly specified)	-10	3.9	-14
CC(C)(C)OC(=O)NCCCC[C@H](NC(=O)c1nc[nH]c1C(=O)N[C@@H](CCCCNC(=O)OC(C)(C)C)C(=O)OC(C)(C)C)C(=O)OC(C)(C)C	5	-5.7	-24
CCOC(=O)c1ccc(NC(=O)c2nc[nH]c2C(=O)NC)cc1	1	-3.9	3
NC(=O)C1(N2CCCCC2)CCN(C(=O)CCCn2c(=O)[nH]c3ccsc3c2=O)CC1	-4	1.6	-5
CC(C)CN1C=C2C(=O)C(C)(OC(=O)CCc3ccccc3)C(=O)C=C2C=C1c1ccc(C#N)cc1 (stereo unspecified)	7	1.9	-19
COc1cc(O)c(C(CCN2CCCC2)c2ccc(N(C)C)cc2)c(OC)c1 (stereo unspecified)	13	0.7	13
Cc1ccc(-c2[nH]c3cc(C(=O)NCCCn4ccnc4)ccc3c(=O)c2O)cc1	13	-1.0	-6
C=C1CN(Cc2ccccc2)S(=O)(=O)c2ccccc21	6	-5.0	20
O=C(NCc1nc2ccccc2[nH]1)C1=C[C@H](C2CC2)C[C@H](OCc2ccc(CO)cc2)O1	2	3.9	32

The list continues.
SMILES	PPC-1+TRAIL kill	TNF necrop inh	CHOP inhibitor
CCCCCCC[C@H](N)[C@H](O)C(=O)N(C)[C@@H](CCS(C)=O)C(=O)N[C@@H](Cc1ccc(O)cc1)C(=O)N[C@@H](Cc1ccc(O)cc1)C(=O)O (stereo partly specified)	2	-1.2	-4
O=C1NC[C@H](Cc2ccc(O)cc2)N(CC2CCCCC2)C1=O	-19	0.2	25
CNC(=O)c1ccsc1NC(=O)c1ccccc1	12	1.1	-8
O=C(Nc1ccc(-c2csc(Nc3cccc(C(F)(F)F)c3)n2)cc1)c1ccccc1	26	7.6	-21
CCCCC(=O)N1C/C=C\C(c2ccc(OC)cc2)N(Cc2ccc(F)cc2)C(=O)C1 (stereo unspecified)	-9	0.5	21
CC(C)CCNC(=O)C1CC(c2cccc(F)c2)=NO1 (stereo unspecified)	17	3.7	8
CC#CCN1c2ccccc2[C@]23C[C@@H](C(=O)OC)N(C(=O)c4ccco4)C2=NC(C(=O)OC)=C(C(=O)OC)[C@H]13	6	-1.0	16
COC(C[C@H]1O[C@H]1[C@H](O)[C@@H](C)OCc1ccccc1)OC	-8	1.7	5
CC(NC(=O)C1CCCCC1)C(c1cccs1)N1CCOCC1 (stereo unspecified)	-9	0.3	15
O=C(O)C1=C[C@H](c2cccs2)C[C@H](OCCCCO)O1	-2	0.9	-4
CC(C)C[C@@H](CSc1ccc(Br)cc1)N1CCN(C)CCC1=O	17	3.2	-30
CC(C)(C)[C@H]1C=C(C(N)=O)O[C@@H](OCCCCO)C1	-1	-2.1	9
CN(C)c1ccnc2c[cH-]cc12.[Fe].c1ccc(-[c-]2[c-](-c3ccccc3)[c-](-c3ccccc3)[c-](-c3ccccc3)[c-]2-c2ccccc2)cc1 (stereo unspecified)	27	-27&-28	88*!
Cc1cc2nc3n(c2cc1C)CC1CC(C(=O)NCc2cccc(C(F)(F)F)c2)N(C)C31 (stereo unspecified)	19	2.8	-13
COc1cc2c(c(OC)c1OC)-c1c(cc3c(c1OC)OCO3)C[C@H](C)[C@@](C)(O)C2	7	-0.1	5
Cc1ccc(-c2cc([C@H]3[C@H]4C=CC[C@@H](C)[C@@H]4C(=O)N3Cc3ccccc3)ccc2F)cc1	7	1.7	6
CCCCC1=CC2=CC(=O)C(C)(OC(=O)CC)C(=O)C2=CN1Cc1ccco1 (stereo unspecified)	8	-0.9	-10
O=C(NC1CC1)C1=C[C@H](c2c[nH]c3ccccc23)C[C@H](OCc2ccc(CO)cc2)O1	22	-0.4	0
CC(C)(C)OC(=O)NCCCC[C@H](NC(=O)c1[nH]cnc1C(=O)Nc1ccc(Cl)cc1)C(=O)OC(C)(C)C	-4	-0.1	-2
COc1ccc(C(CCN2CCN(c3ccccc3)CC2)c2c(O)cc(OC)cc2OC)cc1 (stereo unspecified)	14	3.5	-10
CC1(C)C(=O)CC[C@]2(C)C3C(=O)C=C4[C@H]5C[C@@](C)(C(=O)O)CC[C@]5(C)CC[C@]4(C)[C@]3(C)CC[C@@H]12 (stereo partly specified)	3	3.6	2
NC(=O)CC(NC(=O)Cc1ccc(Br)cc1)c1ccc(NC2CCCC2)c([N+](=O)[O-])c1 (stereo unspecified)	6	1.7	84*
COC(=O)CCCC1=CC2=CC(=O)C(C)(OC(=O)c3cccs3)C(=O)C2=CN1CCN1CCOCC1 (stereo unspecified)	20	-0.3	7
c1ccc(Cn2cc(CSc3ccccc3)nn2)cc1	6	16	-13
O=C(NCC1CC1)c1onc(CSc2ccncc2)c1C(=O)NCC1CC1	2	-0.8	23
COC(=O)C(NS(=O)(=O)c1ccccc1Br)C(C)C (stereo unspecified)	-14	3.9	2
CC(=O)O[C@@H]1[C@H]2[C@@H](C[C@@H](C)[C@@H]3C=CC(=O)[C@@]13C)OC(=O)[C@@H]2C	22	3.0	-3
CCOCCn1c(SCC(=O)OCc2ccccc2)nc2c1c(=O)[nH]c(=O)n2C	8	-0.2	-22
CCCCC1=CC2=C(c3ccco3)C(=O)C(C)(OC(=O)c3ccc(OC)cc3)C(=O)C2=CN1Cc1ccccc1 (stereo unspecified)	2	-3.6	105*
c1cn2c(NC3CCCC3)c(-c3ccc(N4CCOCC4)cc3)nc2cn1	42	-4.5	-12
NC(=O)CC(NC(=O)c1ccccc1)c1ccc(NC2CCCCC2)c([N+](=O)[O-])c1 (stereo unspecified)	6	-2.0	-9
O=C(NCCc1cccs1)C1CC(c2ccccc2F)=NO1 (stereo unspecified)	20	2.8	-23
NC(=O)[C@H]1CC2(CC(c3cccc(NC(=O)COc4ccc(Cl)cc4)c3)=NO2)CN1C(=O)[C@H]1CCC(=O)N1 (stereo partly specified)	18	3.1	-14
COC(=O)[C@@H]1C[C@@]2(O)[C@@H](O)[C@@H](O)[C@@H](O)C[C@H]2N1CC1CCCCC1	0	1.6	-12
COC(=O)c1ccsc1NC(=O)CN1C(=O)CCC1=O	-15	0.9	18
CCCC[C@@H]1CNC(=S)N1CC1CCCCC1	4	-1.6	26
NC1=NC[C@@H](Cc2ccc(O)cc2)N1CCc1cc(C(F)(F)F)cc(C(F)(F)F)c1	19	1.8	-2
Cc1c(C(=O)N2CC3(CC(c4cccc(NC(=O)[C@H]5CCC(=O)N5)c4)=NO3)C[C@@H]2C(N)=O)cc([N+](=O)[O-])cc1[N+](=O)[O-] (stereo partly specified)	15	1.7	16
Cc1nc2sc(C(c3ccc(Cl)cc3)N3CCN(CCO)CC3)c(O)n2n1 (stereo unspecified)	7	2.1	-9
O=C(NCc1ccc(C(F)(F)F)cc1)C1CC(c2ccccc2C(F)(F)F)=NO1 (stereo unspecified)	0	1.2	30

Reformatted: results already given
Screens in order – PPC-1+TRAIL kill, TNF necrop inh, CHOP inhibitor
> COC(=O)CCCC1=CC2=CC(=O)C(C)(OC(=O)c3cccs3)C(=O)C2=CN1CCN1CCOCC1 (stereo unspecified)
 : 20, -0.3, 7
> c1ccc(Cn2cc(CSc3ccccc3)nn2)cc1
 : 6, 16, -13

(listing goes on)
SMILES	PPC-1+TRAIL kill	TNF necrop inh	CHOP inhibitor
COc1cc(O)c(C(CC(=O)N2CCN(c3ccccc3)CC2)c2cc(OC)c(OC)c(OC)c2)c(OC)c1 (stereo unspecified)	12	1.8	-19
COc1cc(C(CC(=O)N2CCN(c3ccccc3)CC2)c2c(OC)cc(OC)c3ccc(=O)oc23)cc(OC)c1OC (stereo unspecified)	8	0.9	-15
COc1cc(CCc2ccc3c(c2)OCO3)oc(=O)c1	0	-1.1	34
Cc1nc(NC(=O)c2ccccc2)sc1C1(C)CC(c2c(Cl)cccc2Cl)=NO1 (stereo unspecified)	5	-0.5	17
Cc1nc(C(=O)NCc2ccccc2)sc1C1(C)CC(c2ccccc2)=NO1 (stereo unspecified)	3	2.4	26
C/C=C\C=C/C(=O)Nc1cccc(C2=NOC3(C2)C[C@@H](C(N)=O)N(C(=O)c2ccccc2)C3)c1 (stereo partly specified)	12	-0.2	19
CCC1=C(OC(=O)N(CC)CC)N2C(=O)OC(=NCC(=O)OC)[C@]2(Cc2ccccc2)[C@H]2C1=CC[C@H]1C(=O)N(C)C(=O)[C@H]12	11	-0.1	-15
Cc1ccc(SC[C@H](Cc2ccccc2)N2CCN(CCc3ccccc3)CCC2=O)cc1	2	1.1	22
c1ccc(Cn2cc(CNc3ccccc3)nn2)cc1	4	2.7	2
O=C(/C=C/c1ccc(O)c(O)c1)O[C@H](Cc1ccc(O)c(O)c1)C(=O)O	9	0.4	-14
COc1ccc(NC(=O)c2nc[nH]c2C(=O)N2CCN(c3ccccc3)CC2)cc1	13	2.3	15
COc1cc2c(ccc3cc(OC)c(OC)c(O)c32)cc1O	1	-8.6	38
O=C(OCn1nnc2ccccc2c1=O)c1cc2ccccc2o1	17	1.2	1
C=C(C)C(=O)N1CC2(CC(c3cccc(NC(=O)/C=C\C)c3)=NO2)C[C@H]1C(N)=O (stereo partly specified)	23	0.7	20
O=C1NC[C@@H](Cc2cccc3ccccc23)N(CC2CCCCC2)C1=O	6	1.9	22
C=C1C(=O)O[C@@H]2C[C@@H](C)[C@@H]3C=CC(=O)[C@@]3(C)[C@@H](OC(C)=O)[C@H]12	62*[5 µM]	33	107*
